High-throughput results: PubChem BioAssay, several laboratories
GC-A act: GC-A (human) enzyme activation | HEK293 GC-A cells, cGMP TR-FRET, EC30 ANP; 0% at EC30 ANP, 100% saturating ANP | activation, % at 10 µM | P16066 | 370,000 compounds, 0.14% hits; in the data active = activation above about 40%
ARFGAP1 inhibitor: rat ARFGAP1 inhibition; Q62848; Arfgap1-stimulated ARF1 GTP hydrolysis, GDP FP detection; inhibition, % at 16.5 µM; 360,000 compounds, 0.26% hits; AID 651572;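 active = inhibition above a per-plate limit, mean inhibition of low control wells plus 3 SD, cut at about 25% in these data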;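 also: 0% = DMSO wells with enzyme and 100% = wells lacking Arfgap1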
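Assay system: purified rat His6-Arfgap1 residues 1-136 (GAP domain); Reagent: human Δ17 ARF1 bound to GTP; Dosing: 16.5 µM single point, 1.26% DMSO; Times: GTP hydrolysis reaction 2 h at 25 °C; Signal: FP, GDP Alexa 633 tracer displaced from anti-GDP antibody, 620/688 nm; Measure: % inhibition from polarization.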
NR1D1 modulator: modulates human Rev-erb alpha binding to DNA | activity, % at 10 µM | Rev-erbα–FITC-DNA binding, fluorescence polarization, 90 min | P20393 | 370,000 compounds, 0.79% hits;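 active = activity above about 14%, limit read from the data; passing the limit was not always enough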;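 also: 0% = DMSO wells with 35 nM protein and 100% = DMSO wells with 750 nM protein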
rCAG RNA binder: r(CAG) repeat RNA binding. TO-PRO-1 dye displacement fluorescence. inhibition, % at 3 µM. 370,000 compounds, 1.3% hits. AID 651821;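 active = inhibition above the plate cutoff, the mean of all test compounds on that plate plus 3 SD, cut at about 35% in these data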;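 also: 0% = DMSO alone and 100% = 100 µM mitoxantrone as full dye displacement; higher means more dye released from RNA so lower well fluorescence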
mABHD4 FP: ABHD4 (mouse) inhibition, primary FP screen; Q8VD66; purified mABHD4, FP-Rh probe fluorescence polarization; inhibition, % at 8.92 µM; 370,000 compounds, 0.54% hits; AID 720543;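 active = inhibition exceeding the mean over every tested compound plus 3 SD, cut at about 30% in these data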;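 also: 0% = plate median of compound wells and 100% = S159A mutant with DMSO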
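Doses – 8.92 µM, single dose · Material – wild-type mouse ABHD4 protein · Replication – single well per compound (singlicate) · Measure – percent inhibition of probe binding, normalized to plate controls · Schedule – 45 min compound pre-incubation plus 60 min probe step, 25 °C · Detection – fluorescence polarization with parallel and perpendicular emission, 525/598 nm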
SMARCA2 activ: activators of SMARCA2 function | AID 652017 | MG213 cells, MMTV-luciferase reporter, dexamethasone, overnight | activation, % at 9.1 µM | 370,000 compounds, 1% hits; in the data active = activation above about 7.8%;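 also: 0% = vehicle wells and 100% = reference activator wells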
HTRA1 inhibitor: blocks human HTRA1 serine peptidase; 340,000 compounds, 0.5% hits; Q92743; recombinant HTRA1, FP-rhodamine activity-based probe, fluorescence polarization; inhibition, % at 5.96 µM; in the data active = inhibition above about 36%;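 also: 0% = enzyme with DMSO and 100% = wells lacking enzyme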
ASAP1 GAP inh: ASAP1 ArfGAP inhibition; Q9ULH1; ASAP1-stimulated ARF1 GTP hydrolysis, GDP FP detection; inhibition, % at 16.5 µM; 360,000 compounds, 0.19% hits; AID 624377; in the data active = inhibition above about 25%;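 also: 0% = vehicle with enzyme and substrate and 100% = no enzyme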
GC-B act: GC-B (human) receptor activation; activation, % at 10 µM; P20594; AID 1920062; HEK293-GC-B cells, CNP EC30, cGMP TR-FRET; 0% at EC30 CNP, 100% saturating CNP; 370,000 compounds, 0.11% hits;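 active = activation at 10 µM reaching about 35% in either raw or pattern-adjusted values, limit read from the data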
Target sequence (P20594 whole entry, looked up): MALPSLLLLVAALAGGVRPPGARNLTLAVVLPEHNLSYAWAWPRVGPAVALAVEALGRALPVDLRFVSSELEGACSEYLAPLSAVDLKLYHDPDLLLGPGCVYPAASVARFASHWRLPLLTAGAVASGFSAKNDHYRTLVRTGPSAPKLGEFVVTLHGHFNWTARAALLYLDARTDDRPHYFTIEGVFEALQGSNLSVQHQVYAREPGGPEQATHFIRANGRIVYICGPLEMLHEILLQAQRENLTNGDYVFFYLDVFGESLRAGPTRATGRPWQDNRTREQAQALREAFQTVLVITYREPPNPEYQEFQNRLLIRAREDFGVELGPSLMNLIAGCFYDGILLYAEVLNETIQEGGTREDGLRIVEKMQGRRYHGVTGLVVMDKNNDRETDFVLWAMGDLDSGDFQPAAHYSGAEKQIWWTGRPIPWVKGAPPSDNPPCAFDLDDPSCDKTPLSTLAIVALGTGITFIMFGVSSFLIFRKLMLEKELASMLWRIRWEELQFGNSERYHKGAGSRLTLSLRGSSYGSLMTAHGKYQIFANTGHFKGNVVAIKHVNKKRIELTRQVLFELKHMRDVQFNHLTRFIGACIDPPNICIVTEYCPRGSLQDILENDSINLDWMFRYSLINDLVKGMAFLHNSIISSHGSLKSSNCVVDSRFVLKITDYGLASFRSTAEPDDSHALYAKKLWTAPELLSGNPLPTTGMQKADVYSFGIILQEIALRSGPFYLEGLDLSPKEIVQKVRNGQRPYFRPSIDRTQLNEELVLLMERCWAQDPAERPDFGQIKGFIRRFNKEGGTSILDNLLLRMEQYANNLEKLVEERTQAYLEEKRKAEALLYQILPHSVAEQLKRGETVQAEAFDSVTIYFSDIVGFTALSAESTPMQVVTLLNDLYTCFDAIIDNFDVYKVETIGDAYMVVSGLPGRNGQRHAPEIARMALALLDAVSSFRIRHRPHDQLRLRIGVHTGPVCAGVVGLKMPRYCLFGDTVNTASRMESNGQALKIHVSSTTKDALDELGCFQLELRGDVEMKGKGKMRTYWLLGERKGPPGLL
PG9 Ab binder: PG9 antibody binding by small molecule; AID 624416; 360,000 compounds, 0.43% hits; TR-FRET gp120-PG9 antibody binding; inhibition, % at 6.7 µM; in the data active = inhibition above about 8.5%
The depositor's hits bear a star; . = not tested or not shown; & = joins results of further samples.

SMILES	GC-A act	ARFGAP1 inhibitor	NR1D1 modulator	rCAG RNA binder	mABHD4 FP	SMARCA2 activ	HTRA1 inhibitor	ASAP1 GAP inh	GC-B act	PG9 Ab binder
COc1ccc(CCNC(=S)NC(=O)c2cccc(Cl)c2)cc1OC	1	12	1	-5	-6	2	.	7	0	-0.7
CCCn1nnc2sc3c(c2c1=O)CCC(C)C3 (configuration not stated)	-1	6	2	-1	5	0	-2	-7	4	0.4
O=C(c1ccccc1)c1ccc(OCCn2cnc3ccccc3c2=O)cc1	-1	-6	0	-5	1	-1	-12	5	-3	-0.4
CCOC(=O)N1CCN(c2cc(=O)n(-c3ccc(Br)cc3)c(=O)[nH]2)CC1	2	-2	0	1	-7	-1	2	13	-2	-2.2
O=C(CSc1nc2ccccc2c(=O)n1-c1ccccc1)N/N=C/C=C/c1ccccc1[N+](=O)[O-]	-5	-10	1	1	-4	-1	-25	-9	-5	1.1
CCOC(=O)c1ccc(NC(=O)Cn2c(=O)oc3ccccc32)cc1	-2	-9	0	-1	-3	1	-5	4	-3	0.7
COc1cccc(C(=O)NNC(=O)C(=O)Nc2cccc3ccccc23)c1	1	0	-2	6	-1	-1	-4	2	1	0.6
CC(C)(C)c1cc(/C=N/NC(=O)Cc2nc3ccccc3[nH]2)cc(C(C)(C)C)c1O	10	-5	9	14	9	0	-12	5	1	0.2
COc1ccc(-n2c(/C=C(\C)O)nc(=O)c3c(C)cc(C)nc32)cc1	-9	9	3	-5	-5	-4	-1	1	-4	2.4
O=C(c1ccc(Cn2c(=O)[nH]c3ccsc3c2=O)cc1)N1CCN(c2ccccc2)CC1	-8	5	1	-2	3	-6	1	19	-3	-0.3
Cc1ccccc1NC(=O)c1cc(C(=O)c2cc(Cl)ccc2O)cn(-c2ccccc2C)c1=O	-4	-5	2	29	-69	-7	-86	11	2	-1.8
O=C(CCCc1cccs1)NCCc1c[nH]c2ccccc12	1	11	-2	-4	-2	-2	-2	-5	5	-0.3
N#CC(C#N)=Cc1cnc(N2CCN(c3ccccc3)CC2)s1	-14	6	-1	0	-1	-2	2	9	-10	-2.0
COc1ccc2c(c1OC)C(=O)OC2CC(=O)c1ccc(O)cc1 (configuration not stated)	-3	-1	1	4	-2	-1	0	-3	0	0.8
CCCCC(=O)N(C)c1c(CC)nc2c(OCc3ccc(Cl)cc3Cl)cccn12	-7	9	14	2	-2	0	.	-6	-6	-0.1
Cn1c(=O)c(Nc2ccc(O)cc2)c2c3c(cccc31)C(=O)c1ccccc1-2	18	5	175*	-43	74*	4	78*	-2	15	-0.8
CC(C)(C)C(=O)N1CCC[C@H]1C(O)(c1ccccc1)c1ccccc1	-7	-3	-1	-10	-3	-1	-2	-2	-1	-2.1
CC(=O)c1c(C)[nH]c(C(=O)NNC(=O)COc2ccc(Cl)cc2C)c1C	0	2	0	7	-3	0	16	-1	1	2.4
CC1Cc2ccccc2N1C(=O)COC(=O)Cn1nnc(-c2ccccc2)n1 (configuration not stated)	25	5	3	-3	-3	-4	-4	-3	-2	0.5
Cc1csc(-c2ccc3cc(Cl)cc(Cl)c3n2)n1	-3	4	-2	4	1	-2	.	0	-8	-1.3
O=S(=O)(/N=C(/NC(=S)Nc1ccccc1)c1ccccc1)c1ccc(Cl)cc1	0	-13	-1	4	1	8.8*	-3	-3	2	0.6
CCOc1ncccc1C(=O)OCC(=O)Nc1cccc(C(C)=O)c1	-2	3	-5	1	-7	-2	5	7	11	0.9
CCC(=O)NCCc1nc2ccccc2n1CC(=O)c1ccccc1	-4	-2	6	0	-1	-2	-2	-3	2	-0.3
Nc1nc2c(ncn2[C@@H]2O[C@H](CNC(=O)[C@H](N)C3CCCCC3)[C@@H](O)[C@H]2O)c(=O)[nH]1	5	0	7	4	0	-1	.	-5	1	0.6
CN(C)CC#CCC(O)(c1ccccc1)C1CCCCC1 (configuration not stated)	-13	4	0	-8	-2	-2	6	2	-15	-0.9
Oc1ccccc1-c1cnc2cccnn12	2	-12	1	0	4	1	.	-7	-8	-3.0
O=C(c1cc(=O)c2ccccc2o1)N(Cc1ccccc1)C1CCS(=O)(=O)C1 (configuration not stated)	-2	11	0	-3	-4	0	-5	-1	-7	-0.7
CC(=O)C1=CCC(c2ccccc2)N(S(=O)(=O)c2ccccc2)C1 (configuration not stated)	3&-2	8&5	-3&-4	0&3	-2&-1	0&-4	.	-5&-9	0&-7	-1.7&0.6
O=C(NCc1ccc(F)cc1)c1cnccn1	0	4	4	-1	-1	3	2	2	1	-1.2
O=C1CC(N2CCN(c3ncccn3)CC2)C(=O)N1CCc1ccccc1 (configuration not stated)	-1	-11	-5	-7	1	-1	1	-2	4	0.0
CCOC(=O)c1c[nH]c2c([N+](=O)[O-])cc(OC)cc2c1=O	-4	-14	-6	6	12	-4	7	-1	-7	-1.3
CCC(NC(=O)/C(=C\c1ccc2c(c1)OCO2)NC(C)=O)C(=O)O (configuration not stated)	2	-1	-2	1	5	0	1	2	1	-0.7
COc1ccc(C(=O)CC(=O)Nc2ccc([N+](=O)[O-])cc2)cc1	-3	1	-3	20	-15	-2	30	13	-2	-0.2
COc1ccc(-c2nc(NC(=O)C3=NN(c4cccc(C)c4)C(=O)CC3)sc2C)cc1	-3	1	5	7	1	6	-5	-5	-6	-0.3
CN1OC[C@@H]2CN(C(=O)NC3CCCCC3)[C@H](c3ccc(N4CCCCC4)cc3)C[C@@H]21	0	-1	5	-2	5	-1	.	6	2	-1.1
Cc1ccc(NC(=O)CSc2nn(-c3ccccc3)c(=S)s2)cc1S(=O)(=O)N(C)C	-6	7	-2	11	-29	-6	-45	10	-8	-2.2
O=S(=O)(NCCc1ccc(F)cc1)c1cccc2cccnc12	-3	12	-2	-2	0	-4	.	0	-5	-0.2
C=CCn1c(SCC(=O)N2CCN(c3ccc(F)cc3)CC2)nnc1-c1cccs1	-5	2	0	-1	0	-2	1	-5	1	1.2
O=C(CN1C(=O)NC2(CCCC2)C1=O)OCCOc1ccc(Br)cc1	12	-5	-4	-4	0	-1	-2	-7	2	0.0
CCCc1cc2c(=O)n(NC(=O)c3nn(C)cc3[N+](=O)[O-])c(C)nc2s1	4	-1	1	1	6	-2	2	-11	6	0.3
CC(C)c1ccc(CNn2cnnc2)cc1	-1	3	7	1	7	-1	1	-3	3	0.7
c1cnc2c(-c3cccc4nccn34)cccc2c1	3	-10	4	1	12	-3	.	-19	1	-1.9
O=S(=O)(Nc1cccc(-c2nc3cccnc3s2)c1)c1cccs1	-2	4	2	25	-18	-2	-1	6	-4	1.6
COC(F)(C(=O)Nc1ccc2c(c1)C(=O)NC2=O)C(F)(F)F (configuration not stated)	3	18	5	4	2	-4	0	9	1	1.0
CC(CCC(=O)O)C1CC[C@@]2(C)C3C(=O)CC4C(C)(C)C(O)CC[C@]4(C)C3C(=O)C[C@]12C (some centres not stated)	5	4	4	0	-3	1	1	3	2	-1.8
CC(C)(C)OC(=O)N1CCC[C@H]1c1nnc(SCc2ccccc2)o1	-2	-1	0	-10	-1	-6	.	-9	0	2.0
O=C1CN(C(=O)COc2cccc(F)c2)c2ccccc2N1	0	-2	-6	0	2	-1	.	6	-3	-2.0
COc1ccc(C(=O)OCC(=O)N(C)C2CCS(=O)(=O)C2)cc1Br (configuration not stated)	-2	-4	1	2	6	-2	5	-7	4	-1.5

NR1D1 modulator: hit marks shown above
compound | GC-A act | ARFGAP1 inhibitor | NR1D1 modulator | SMARCA2 activ | HTRA1 inhibitor | ASAP1 GAP inh | GC-B act | PG9 Ab binder
Cn1c(=O)c(Nc2ccc(O)cc2)c2c3c(cccc31)C(=O)c1ccccc1-2 | 18 | 5 | 175* | 4 | 78* | -2 | 15 | -0.8

In the list so far, four contain two or more sulfur atoms:
SMILES	GC-A act	ARFGAP1 inhibitor	NR1D1 modulator	rCAG RNA binder	mABHD4 FP	SMARCA2 activ	HTRA1 inhibitor	ASAP1 GAP inh	GC-B act	PG9 Ab binder
O=S(=O)(/N=C(/NC(=S)Nc1ccccc1)c1ccccc1)c1ccc(Cl)cc1	0	-13	-1	4	1	8.8*	-3	-3	2	0.6
Cc1ccc(NC(=O)CSc2nn(-c3ccccc3)c(=S)s2)cc1S(=O)(=O)N(C)C	-6	7	-2	11	-29	-6	-45	10	-8	-2.2
C=CCn1c(SCC(=O)N2CCN(c3ccc(F)cc3)CC2)nnc1-c1cccs1	-5	2	0	-1	0	-2	1	-5	1	1.2
O=S(=O)(Nc1cccc(-c2nc3cccnc3s2)c1)c1cccs1	-2	4	2	25	-18	-2	-1	6	-4	1.6

(next part)
SMILES	GC-A act	ARFGAP1 inhibitor	NR1D1 modulator	rCAG RNA binder	mABHD4 FP	SMARCA2 activ	HTRA1 inhibitor	ASAP1 GAP inh	GC-B act	PG9 Ab binder
Cc1ccc(C(=O)NC(NC(=O)c2ccc(C)cc2)c2cccc([N+](=O)[O-])c2)cc1	-2	2	0	3	-3	0	-7	3	-2	0.2
CCCc1cc(-c2nc(N)ncc2-c2ccc3c(c2)OCCCO3)c(O)cc1OC	-3	-7	6	5	-5	1	-16	8	0	-0.1
CC(c1ccncn1)N(C)Cc1nc(-c2ccc(C(F)(F)F)cc2)no1 (configuration not stated)	2	3	-7	-7	4	1	-4	4	3	-3.9
O=C(NCC1CCCO1)C(c1ccc(F)cc1)N(CCCN1CCOCC1)C(=O)c1ccc(-c2ccccc2)[nH]1 (configuration not stated)	-3	13	-1	-9	-1	-1	.	1	5	-2.7
COCCNC(=O)/C(C#N)=C/c1ccccc1Br	-3	-3	-1	-1	-7	-4	1	6	4	1.1
CC(OC(=O)Cc1ccc(F)cc1)C(=O)NCc1ccc2c(c1)OCO2 (configuration not stated)	0	-1	6	-9	-1	-3	-7	-2	0	2.8
Cc1c(Cl)cccc1N1C(=O)CC(NNC(=O)c2cccnc2)C1=O (configuration not stated)	2	1	4	11	-7	4	-6	-15	7	1.1
CCOc1ccc(Cc2noc3c2C(=O)CC(C)(C)C3)cc1OCC	-3	-10	-1	-9	-1	1	-4	-4	9	-0.2
CCCC[C@@H]1CCCO[C@@](C(=O)NCc2ccccn2)(C(F)(F)F)C1	1	12	-1	-10	5	0	-5	12	8	1.4
COc1ccccc1CNC(=O)/C=C/c1ccc(S(=O)(=O)N2CCOCC2)cc1	3	-3	6	-5	-4	-2	1	-3	-3	-0.5
CC(=O)C1=CCC(c2ccco2)N(S(=O)(=O)c2ccc(C)cc2)C1 (configuration not stated)	0	-5	-2	1	2	-4	.	9	-2	-1.0
COCCn1c(SCC#N)nnc1-c1ccc(OC)cc1	2	8	2	0	4	1	0	3	-3	-1.2
O=C(CN(Cc1cccs1)C(=O)CNS(=O)(=O)c1ccccc1)NCc1ccco1	-2	-9	-7	1	3	0	-5	-5	0	1.6
COc1ccc(S(=O)(=O)N2CCCc3ccccc32)cc1OC	-4	3	1	-2	0	1	-7	2	-1	0.6
Cc1cccc(S(=O)(=O)NC(=O)C2(C)CCN2C(=O)Cc2ccccc2)c1 (configuration not stated)	5	1	4	2	8	-3	.	1	4	1.3
COC[C@@H]1CCCN1c1cccc2c1S(=O)(=O)N(C1CC1)CC[C@@H](C)O2	-3	.	-1	11	-6	-2	.	.	-1	.
O=C(CN1CCCCCC1)Nc1cccc2c1OCO2	3	2	-7	0	-1	3	2	1	-2	-0.7

Rows are unselected; 4.4% or so of the library scored in one or more.
